A3A deaminase: inhibitors of human APOBEC3A DNA deaminase; AID 493011; inhibition, % at 20 µM; recombinant A3A, FAM/TAMRA ssDNA deamination fluorescence; hit rate 0.41% among 330,000;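 active = at least 40% inhibition at 20 µM here, with at most 30% in a related deaminase screen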;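 also: plate controls were A3A with DMSO for no effect and wells lacking A3A enzyme for full effect; some results filed as inactive read as strong as hits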
Target sequence (P31941 whole entry, looked up): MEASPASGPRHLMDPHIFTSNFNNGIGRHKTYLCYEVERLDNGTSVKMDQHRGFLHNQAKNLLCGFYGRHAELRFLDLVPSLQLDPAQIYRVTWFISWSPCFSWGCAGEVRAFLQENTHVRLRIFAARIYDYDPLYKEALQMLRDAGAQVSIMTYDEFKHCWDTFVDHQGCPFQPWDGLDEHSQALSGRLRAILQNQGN
GRIN3A LBD mod: modulators (binders) of human NR3A ligand-binding domain; AID 1259313; hit rate 2.5% among 340,000; NR3A LBD differential scanning fluorimetry, Tm shift; 0% = protein alone, 100% = glycine-bound protein; Tm shift relative to glycine control, % at 25 µM;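 active = melting temperature shift of at least 10% of the positive control shift, at one fixed dose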
EBI2 block: blocks human EBI2 receptor beta-arrestin signaling; EBI2 beta-arrestin recruitment, luminescence, 7a,25-OHC stimulated; inhibition, % at 5 µM; P32249; hit rate 0.81% among 360,000; in the data active = inhibition above about 38%;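 also: enzyme fragment complementation signal reports receptor beta-arrestin coupling in cells; 0% = agonist plus DMSO wells and 100% = wells without agonist; some results beyond the cut were filed as inactive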
Target sequence (P32249 whole entry, looked up, the tested form may be a part): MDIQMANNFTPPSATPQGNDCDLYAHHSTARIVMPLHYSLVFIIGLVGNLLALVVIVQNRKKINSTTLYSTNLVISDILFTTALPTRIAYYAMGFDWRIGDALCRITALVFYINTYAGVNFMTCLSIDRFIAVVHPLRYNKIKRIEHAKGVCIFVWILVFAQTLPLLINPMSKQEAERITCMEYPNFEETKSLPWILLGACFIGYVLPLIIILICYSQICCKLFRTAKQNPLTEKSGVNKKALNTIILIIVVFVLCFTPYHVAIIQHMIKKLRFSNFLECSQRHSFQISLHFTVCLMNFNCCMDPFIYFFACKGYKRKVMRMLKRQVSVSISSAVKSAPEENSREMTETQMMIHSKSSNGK
A3G deaminase: inhibitors of human APOBEC3G DNA deaminase; hit rate 0.28% among 330,000; recombinant A3G, ssDNA deamination FAM/TAMRA fluorescence; Q9HC16; inhibition, % at 20 µM;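 active = inhibition of at least 40% at 20 µM, with no more than 30% in the related APOBEC3A deaminase screen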;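 also: plate controls were DMSO wells with A3G for no effect and wells lacking A3G enzyme for full effect; some compounds called inactive have numbers as strong as hits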
CXCR6 block: blocks human CXCR6 beta-arrestin recruitment. CHO-K1 PathHunter CXCR6 beta-arrestin, luminescence. hit rate 0.36% among 360,000. O00574. inhibition, % at 20 µM; in the data active = inhibition above about 34%, passing the limit was not always enough;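 also: antagonist mode with CXCL16 agonist at 10 nM final; 0% = 10 nM CXCL16 with DMSO and 100% = unstimulated wells without agonist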
Target sequence (O00574 whole entry, looked up): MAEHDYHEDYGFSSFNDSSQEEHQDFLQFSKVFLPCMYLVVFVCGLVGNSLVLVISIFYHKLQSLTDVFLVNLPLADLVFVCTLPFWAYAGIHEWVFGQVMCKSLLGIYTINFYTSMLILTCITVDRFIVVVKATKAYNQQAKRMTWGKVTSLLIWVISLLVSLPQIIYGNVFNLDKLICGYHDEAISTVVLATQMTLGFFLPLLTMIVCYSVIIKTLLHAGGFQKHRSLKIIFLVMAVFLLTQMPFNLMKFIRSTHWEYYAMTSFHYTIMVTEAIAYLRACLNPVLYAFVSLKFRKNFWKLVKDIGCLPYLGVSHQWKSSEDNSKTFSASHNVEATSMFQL
CCR6 antag: antagonists of human CCR6 receptor; CHO-K1 CCR6 PathHunter beta-arrestin, luminescence, CCL20-stimulated; inhibition, % at 20 µM; hit rate 0.49% among 340,000;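 active = compounds whose inhibition of the agonist-driven luminescence signal at 20 µM reaches about 50%, limit read from the data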;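 also: cells stimulated with CCL20 at 14 nM final; plate controls were DMSO with CCL20 for no effect and DMSO without agonist for full effect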
MPTP block: blocks calcium-induced mitochondrial swelling; isolated mouse mitochondria, Ca2+ swelling absorbance, 30 min; inhibition, % at 10 µM; hit rate 1.4% among 360,000;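 active = inhibition of 50% or more, scaled per plate between neutral and stimulator controls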;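 also: 0% = DMSO wells given calcium and 100% = 1 mM EGTA wells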
Gli-Sufu antag: antagonists of Gli-Sufu signaling | AID 588413 | hit rate 0.74% among 340,000 | Sufu-KO-LIGHT fibroblasts, Gli luciferase reporter luminescence | inhibition, % at 5 µM;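 active = inhibition above about 55%, limit read from the data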;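 also: 0% = DMSO-treated cells and 100% = wells with medium but no cells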
* = called active by the depositor; nt = not tested or not shown.

SMILES | A3A deaminase | GRIN3A LBD mod | EBI2 block | A3G deaminase | CXCR6 block | CCR6 antag | MPTP block | Gli-Sufu antag
CC(=O)c1sc(NC(=O)c2ccc(F)cc2)nc1-c1ccccc1 | -1 | -4 | -3 | -5 | 6 | 24 | 1.1 | -53
Cc1csc(NC(=O)CSc2nccn2Cc2ccco2)n1 | 0 | 3 | -7 | -8 | 6 | 4 | -0.8 | 13
CC(C)NC(=O)c1cc2ccccc2o1 | 6 | -3 | -14 | 7 | -3 | 2 | 0.2 | -9
COC(=O)C1=C(O)CSC1=Nc1cccc(C(F)(F)F)c1 | -3 | -2 | -11 | -10 | 2 | -11 | 13 | -28
O=S(=O)(NCCc1ccccn1)c1cc(Cl)cc(Cl)c1O | -4 | -7 | 3 | -8 | 8 | 6 | 2.3 | 6
Cc1ccc(N/C=C2\CCCCC2=O)c(C)c1 | 0 | -1 | 2 | -6 | 10 | 4 | 0.7 | -22
CCOC(=O)c1[nH]c(C)c(C(=O)Nc2ccccc2F)c1C | 4 | 3 | 2 | 1 | 2 | 1 | -0.8 | -11
CC(=O)Nc1ccc(S(=O)(=O)N2CCC(C(=O)NCc3ccncc3)CC2)cc1 | -3 | -1 | -4 | -6 | 5 | -5 | -1.8 | -18
CCn1c(SCC(=O)NC2CCCCC2)nc2c(c1=O)SC(C)C2 (centres undefined) | -1 | 2 | 8 | -4 | 2 | 5 | -0.9 | -12
O=C(NCc1cccnc1)C1CCCN(Cc2cnn(-c3ccccc3)c2-n2cccc2)C1 (centres undefined) | -5 | -1 | 6 | -6 | 0 | -22 | 4.9 | 7
CCOc1ccc(NC(=O)CSc2nnc(COc3c(C)cccc3C)o2)cc1 | -2 | 2 | -3 | -4 | 7 | 0 | 0.7 | 0
Cc1ccccc1NC(=O)c1ccc([N+](=O)[O-])o1 | 1 | -1 | -7 | -2 | 8 | -11 | 1.0 | -17
C#CCSc1nnnn1-c1cccc(Cl)c1 | -3 | 1 | 1 | -3 | 1 | 8 | 2.0 | 6
COc1cc(CN2CCCCCC2)cc(OC)c1O | 5 | 0 | 6 | 6 | -1 | 5 | -0.5 | 5
O=C(C1CCN(Cc2ccc(F)cc2)CC1)N(CCc1ccccc1)Cc1ccccc1 | -1 | -3 | 29 | 0 | -8 | 14 | -0.3 | 58*
O=C(OCC(=O)C12CC3CC(CC(C3)C1)C2)c1cnccn1 | -1 | -1 | -5 | -2 | 1 | 10 | 0.3 | 0
O=C(Nc1ccc(N2CCCCCC2)cc1)c1ccccc1Cl | 3 | 0 | 17 | -2 | 4 | 23 | -1.1 | -77
COc1ccc(NC(=O)COC(=O)/C=C/c2cnc3ccccc3n2)cc1 | 2 | -1 | -3 | -12 | -5 | 2 | 0.6 | -8
CC1(OC(=O)CCc2ccccc2)C(=O)C=C2C=C(c3ccc(C#N)cc3)N(CCc3ccccn3)C=C2C1=O (centres undefined) | -1 | -1 | -7 | -5 | -22 | -16 | 0.0 | -6
COc1ccc(CNC(=O)Cc2csc(Nc3nc(=S)[nH]c4ccccc34)n2)cc1 | 4 | 2 | 16 | -9 | 22 | 29 | 0.1 | 25
Cc1ccc(C)c(Nc2c([N+](=O)[O-])cc(C(=O)N3CC(=O)Nc4ccccc43)cc2[N+](=O)[O-])c1 | 0 | -12 | 9 | -2 | 4 | 20 | -0.2 | -11
Cc1cccc(Cl)c1NC(=S)N1CCN(c2ccc([N+](=O)[O-])cn2)CC1 | -4 | 2 | -5 | -6 | 1 | 15 | 4.2 | 14
COC(=O)CCC(=O)NNC(=O)c1cccc(Br)c1 | -1 | 4 | -14 | -5 | -8 | 0 | -0.2 | -1
C=CCn1c(CCC(=O)O)ccc1-c1ccccc1 | 4 | 0 | -3 | 0 | 0 | -4 | -0.4 | -7
CC1CN(C(=O)c2ccn(C)n2)CC(C)O1 (centres undefined) | 1 | -6 | -18 | -2 | 2 | 6 | -0.7 | 0
COc1ccc(CC(=O)O/N=C(\N)c2ccccn2)cc1OC | -7 | 1 | -4 | 0 | -2 | -6 | -1.2 | -4
O=C(c1ccc(Cl)cc1)N1CCc2ccccc21 | 2 | -3 | -1 | -4 | 8 | 14 | 1.1 | -20
COc1ccc(NC(=O)CN(C)C(=O)Cc2c[nH]c3ccccc23)cc1 | 6 | -1 | -4 | 4 | 0 | 8 | -0.2 | -9
O=C(O)c1cc(NS(=O)(=O)c2ccc(NCc3ccccc3)c([N+](=O)[O-])c2)cc(C(=O)O)c1 | 8 | -3 | 1 | -1 | 13 | 5 | -0.7 | 1
CC(=O)Nc1c(F)cc(Br)cc1F | -1 | -2 | -10 | -10 | 3 | 4 | 3.0 | -13
C/C(=N\NC(=S)Nc1ccc(C)cc1)c1cc2ccccc2o1 | 3 | -1 | 6 | -3 | 8 | 21 | 5.6 | -3
CCOc1ccc(CCNC(=O)c2cccc(NC3=NC4CS(=O)(=O)CC4S3)c2)cc1 (centres undefined) | -6 | 0 | -6 | -6 | -3 | 3 | -0.8 | 4
O=C(NCc1ccncc1)c1ccc(Oc2ccccc2)cc1 | 0 | 1 | 9 | -3 | -8 | 8 | 76* | 5
CCOC(=O)/C=C1\SCC(=O)N1CC(=O)Nc1ccccc1OC(F)F | -4 | 0 | -7 | -8 | -7 | 13 | 0.9 | 5
COc1ccc(-c2cn[nH]c2N)c(OC)c1 | 0 | 0 | 2 | -5 | 1 | -10 | -0.6 | -9
Cc1ccc(-n2nc3c(=O)n(CC(=O)NCCCc4ccccc4)nc(C)c3c2C)cc1 | 5 | 0 | -1 | 7 | -14 | 11 | 0.6 | -16
O=C(NCC(c1ccco1)N1CCc2ccccc2C1)c1ccc(Br)cc1 (centres undefined) | -4 | -4 | 7 | -6 | 6 | 15 | -0.8 | 4
COC(=O)c1ccc(CSc2nc3c(c(=O)n2-c2ccc(Br)cc2)SCC3)o1 | -2 | -15 | 19 | -5 | 10 | 29 | 0.6 | 11
O=C(c1ccc(C(F)(F)F)cc1)c1c[nH]c(C(=O)NCCCn2ccnc2)c1 | 2 | -5 | -2 | -7 | 3 | 4 | -0.6 | 2
Cc1cc(=O)[nH]c(SCC(=O)c2ccc(C)c(C)c2)n1 | -3 | 1 | -4 | 0 | 2 | 7 | 0.4 | -8
O=C(CNC(=O)C1CCCCC1)NNC(=O)c1ccc(Cl)cc1Cl | -3 | 2 | -10 | -6 | -2 | 1 | 0.3 | 10
O=C(CCCC(=O)NN=Cc1ccccc1Cl)NN=Cc1ccccc1Cl | nt | -1 | 32 | nt | -4 | 19 | 0.0 | 1
Cc1ccc(Cl)cc1NC(=O)c1ccc(NC(=O)CCC(=O)O)cc1 | 0 | -1 | -10 | 0 | -2 | 8 | -0.5 | -7
O=C(c1cnsn1)N1CCC(CO)(Cc2cccc(F)c2)CC1 | -4 | 0 | 6 | -5 | 3 | 11 | 1.0 | 0
CC(=O)c1cccc(NC(=O)c2ccccc2-c2ccccc2C(=O)O)c1 | -4 | -3 | -9 | -1 | 2 | -12 | 1.4 | -10
O=C(NCC1(N2CCCCC2)CCCCC1)c1ccc(NS(=O)(=O)c2ccc(F)cc2)cc1 | 0 | 1 | -7 | -5 | 3 | 14 | -0.9 | 24
CC1(C)Cc2c(c(N3CCOCC3)nc3sc(C(=O)N4CCCCC4)c(N)c23)CO1 | 0 | 0 | 0 | 47* | -8 | -10 | -2.0 | 0
Cc1nc2ccccc2c(=O)n1NC(=O)c1ccc(Cl)c(Cl)c1 | -1 | 0 | -6 | -10 | -2 | 1 | -0.3 | 6
CCS(=O)(=O)c1nc(S(=O)(=O)c2ccc(Cl)cc2)c(N2CCC(O)CC2)s1 | -7 | -1 | -10 | -9 | 10 | 10 | -0.4 | 36
Cc1cccc(NCN2C(=O)c3ccccc3C2=O)c1 | -2 | 3 | 3 | -9 | -1 | -1 | 1.3 | 0
Following part:
SMILES | A3A deaminase | GRIN3A LBD mod | EBI2 block | A3G deaminase | CXCR6 block | CCR6 antag | MPTP block | Gli-Sufu antag
CCCNC(=O)Nc1nc2ccccc2s1 | -5 | 0 | -1 | 0 | -6 | 10 | 2.7 | -76
CC(=O)c1cccc(-n2c(CCC(=O)O)ccc2-c2ccc(C)cc2)c1 | -2 | 0 | -6 | -1 | -2 | 5 | 1.0 | 4
Cc1cc(C)n2nc(SCC(=O)Nc3ccc(F)cc3[N+](=O)[O-])nc2n1 | 3 | 1 | -2 | 2 | -19 | -8 | 0.2 | 2
Cc1sc(NC(=O)c2ccccc2)c(C#N)c1-c1ccccc1 | -4 | -11 | -3 | 1 | 4 | 24 | -0.8 | -102
O=C(c1ccco1)N1CCN(C(=O)c2ccc(COc3ccc(Cl)cc3Cl)o2)CC1 | -1 | -1 | -7 | -10 | -4 | 6 | 3.1 | -3
CC1CCC(NC(=O)COC(=O)C2=NN(c3ccccc3)C(=O)CC2)CC1 (centres undefined) | 3 | -2 | -3 | 2 | 2 | 6 | -3.3 | 4
Cc1cc(C)cc(NC(=O)CN2CCN(C(=O)C3CCCO3)CC2)c1 (centres undefined) | 4 | 0 | 5 | -6 | 0 | 8 | 0.0 | 3
O=C(C1CC(=O)N(C2CCCC2)C1)N1CCC(Cc2ccccc2)CC1 (centres undefined) | -1 | 2 | 0 | -7 | 6 | 29 | 0.9 | -3
CCOC(=O)C1=C(C)N(C2CCCCC2)C(=O)C1 | -1 | 1 | 0 | -2 | -20 | 17 | 2.6 | 1
Cc1c(Cc2ccccc2)c(=O)oc2c(O)c(O)ccc12 | -5 | 10* | -7 | -7 | 0 | 9 | -0.8 | 9
Cc1cc(/C=C2\SC(=O)N(C)C2=O)c(C)n1-c1ccc(O)cc1 | -6 | -1 | -1 | -2 | 1 | 4 | 20 | 13

Two compounds picked at random from those above, as already listed:
SMILES | A3A deaminase | GRIN3A LBD mod | EBI2 block | A3G deaminase | CXCR6 block | CCR6 antag | MPTP block | Gli-Sufu antag
Cc1cc(C)cc(NC(=O)CN2CCN(C(=O)C3CCCO3)CC2)c1 (centres undefined) | 4 | 0 | 5 | -6 | 0 | 8 | 0.0 | 3
Cc1sc(NC(=O)c2ccccc2)c(C#N)c1-c1ccccc1 | -4 | -11 | -3 | 1 | 4 | 24 | -0.8 | -102

By substructure: the entries above containing a furan ring, fused or not.
SMILES | A3A deaminase | GRIN3A LBD mod | EBI2 block | A3G deaminase | CXCR6 block | CCR6 antag | MPTP block | Gli-Sufu antag
Cc1csc(NC(=O)CSc2nccn2Cc2ccco2)n1 | 0 | 3 | -7 | -8 | 6 | 4 | -0.8 | 13
CC(C)NC(=O)c1cc2ccccc2o1 | 6 | -3 | -14 | 7 | -3 | 2 | 0.2 | -9
Cc1ccccc1NC(=O)c1ccc([N+](=O)[O-])o1 | 1 | -1 | -7 | -2 | 8 | -11 | 1.0 | -17
C/C(=N\NC(=S)Nc1ccc(C)cc1)c1cc2ccccc2o1 | 3 | -1 | 6 | -3 | 8 | 21 | 5.6 | -3
O=C(NCC(c1ccco1)N1CCc2ccccc2C1)c1ccc(Br)cc1 (centres undefined) | -4 | -4 | 7 | -6 | 6 | 15 | -0.8 | 4
COC(=O)c1ccc(CSc2nc3c(c(=O)n2-c2ccc(Br)cc2)SCC3)o1 | -2 | -15 | 19 | -5 | 10 | 29 | 0.6 | 11
O=C(c1ccco1)N1CCN(C(=O)c2ccc(COc3ccc(Cl)cc3Cl)o2)CC1 | -1 | -1 | -7 | -10 | -4 | 6 | 3.1 | -3

Screening results from PubChem BioAssay.

The order is random. About 5.8% of those tested had a hit in this group.
